Screening results: PubChem BioAssay, Sanford-Burnham Center for Chemical Genomics
CendR NRP1 mod: NRP-1/CendR interaction modulation; AID 602438; O14786; inhibition, % at 25 µM; hit rate 0.85% among 360,000; FAM-RPARPAR peptide binding to NRP-1, fluorescence polarization;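 active = inhibition or corrected inhibition above about 18%, plus a signal ratio from 0.5 to 1.5, limit read from the data, passing the limit was not always enough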; note: strong numbers were not always called active
LMPTP inh: LMPTP (human) inhibition | P24666 | recombinant LMPTP-A, OMFP fluorogenic substrate, fluorescence intensity | inhibition, % at 20 µM | hit rate 0.22% among 360,000 | AID 651560;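 active = compounds that cut the enzyme signal by at least half of the control window in the single-dose screen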;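 note: plate controls were DMSO wells with enzyme plus substrate for no effect and substrate without enzyme for full effect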
Target sequence (P24666 whole entry, looked up): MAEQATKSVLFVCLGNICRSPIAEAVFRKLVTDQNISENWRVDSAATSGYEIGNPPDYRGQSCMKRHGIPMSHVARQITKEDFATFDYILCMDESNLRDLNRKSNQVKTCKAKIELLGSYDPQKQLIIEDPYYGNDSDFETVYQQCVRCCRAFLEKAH
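Test system: LMPTP-A, protein tyrosine phosphatase of low molecular weight; Input: 0.625 nM enzyme; Incubation: 50 min dark incubation at room temperature; Signal: endpoint fluorescence intensity from OMFP dephosphorylation; Read-out basis: % inhibition versus control wells.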
MT1-MMP act inh: blocks activation of human MT1-MMP; P50281; HT1080 RFP-PRO-GFP cells, GFP/RFP ratio fluorescence, overnight; percent of plate control window, DMSO zero; GFP/RFP ratio change, % at 20 µM; hit rate 0.061% among 360,000; AID 651647;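 active = GFP/RFP ratio change of at least 30% with cell ATP level not reduced by more than half and red fluorescence within 50% of control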; note: strong numbers were not always called active
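Assay system: HT1080 RFP-PRO-GFP cells. Benchmarks: DMSO vehicle wells and RFP-L50D-GFP reporter cell wells. Times: overnight cell settling, then overnight compound exposure, 37 °C, 5% CO2. Compound: 20 µM single dose, 1% DMSO. Read-out basis: GFP/RFP fluorescence ratio.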
DNMT1 block: DNMT1 (human) enzyme inhibition. DNMT1 molecular beacon, Hinp1I cleavage, fluorescence. hit rate 0.83% among 360,000. inhibition (reported as % activation of signal), % at 10 µM. P26358; in the data active = inhibition above about 50%
NadD inh: inhibitors of Staphylococcus aureus NadD; purified NadD enzyme, colorimetric absorbance read-out; inhibition, % at 20 µM; hit rate 0.78% among 360,000; in the data active = inhibition above about 26%; note: some compounds past the cut are filed as inactive
STEP block: STEP (human) phosphatase inhibition. P54829. recombinant STEP, OMFP fluorogenic substrate, fluorescence. inhibition, % at 20 µM. hit rate 0.25% among 360,000. AID 588621;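 active = inhibition at 20 µM, scaled per plate between control wells, above about 37%, limit read from the data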;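 note: 0% = DMSO with enzyme and substrate and 100% = substrate only without enzyme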
Target sequence (P54829 whole entry, looked up): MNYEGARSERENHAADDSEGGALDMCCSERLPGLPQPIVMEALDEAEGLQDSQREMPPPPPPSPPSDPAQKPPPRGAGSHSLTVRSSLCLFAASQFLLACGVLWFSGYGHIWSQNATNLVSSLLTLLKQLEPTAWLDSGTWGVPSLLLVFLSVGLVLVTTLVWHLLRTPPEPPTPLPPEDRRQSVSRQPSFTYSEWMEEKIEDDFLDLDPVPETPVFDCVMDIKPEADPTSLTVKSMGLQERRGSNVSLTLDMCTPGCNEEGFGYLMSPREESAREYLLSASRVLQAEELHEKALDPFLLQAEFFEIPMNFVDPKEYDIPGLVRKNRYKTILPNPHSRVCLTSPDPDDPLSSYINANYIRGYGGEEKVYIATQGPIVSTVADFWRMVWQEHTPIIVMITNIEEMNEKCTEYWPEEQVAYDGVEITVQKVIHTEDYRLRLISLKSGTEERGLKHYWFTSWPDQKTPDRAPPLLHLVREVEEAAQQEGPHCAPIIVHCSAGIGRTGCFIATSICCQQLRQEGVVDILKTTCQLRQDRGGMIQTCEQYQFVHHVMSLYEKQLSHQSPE
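Material: STEP (striatal-enriched tyrosine phosphatase) enzyme, cell-free; Compound dosing: 20 µM single dose in 1% DMSO; Technique: fluorescence read at 480 nm ex / 540 nm em; Times: reaction 20 min, ambient temperature; Medium: 50 mM Bis-Tris pH 6.0 with 2.5 mM DTT and 0.005% Tween 20; Also added: OMFP at 25 µM.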
Scp1 inh: blocks human Scp-1 phosphatase activity; Q9GZU7; Recombinant Scp1, phosphopeptide, malachite green phosphate absorbance; inhibition, % at 20 µM; hit rate 0.88% among 340,000;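 active = inhibition above about 50% at 20 µM, limit read from the data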;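 note: plate controls were DMSO wells with enzyme for no effect and wells lacking enzyme for full effect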
Target sequence (Q9GZU7 76-261 limits assumed): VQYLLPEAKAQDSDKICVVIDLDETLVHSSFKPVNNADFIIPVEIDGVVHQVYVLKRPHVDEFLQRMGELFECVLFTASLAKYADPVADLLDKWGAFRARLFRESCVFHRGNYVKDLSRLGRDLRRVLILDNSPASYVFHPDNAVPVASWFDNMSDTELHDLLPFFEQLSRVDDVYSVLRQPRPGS
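Test system: SCP-1 phosphatase catalytic domain, residues 76-261 | Compound dosing: One concentration, 20 µM, with 1.0% DMSO | Schedule: 45 min room-temperature reaction, 5 min colour, 30 min stabiliser | Detection: Absorbance at 630 nm | Read-out basis: % inhibition of SCP-1 phosphate liberation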
Rpn11 inh: Rpn11 (human) deubiquitinase inhibition. O00487. human 26S proteasome, Ub4-pepOG fluorescence polarization; 20S core pre-blocked with epoxomicin. calls only at 20 µM. hit rate 0.59% among 360,000;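 active = inhibition at 20 µM, scaled to each plate's controls, above about 33%, limit read from the data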
SUMO1-SIM PPI: alters human SUMO1 binding to SIM partners | SUMO1 binding to a labelled peptide, TR-FRET, 1 h | P63165 | AID 602429 | hit rate 0.33% among 360,000 | inhibition, % at 20 µM; in the data active = inhibition above about 37%
Target sequence (P63165 whole entry, looked up): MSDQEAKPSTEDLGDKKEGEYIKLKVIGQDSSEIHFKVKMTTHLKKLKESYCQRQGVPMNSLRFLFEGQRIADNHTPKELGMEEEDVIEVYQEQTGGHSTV
SKN-1 block: inhibitors of C. elegans SKN-1; AID 624304; hit rate 0.49% among 360,000; C. elegans VP596 Pgst-4::GFP/RFP ratio, acrylamide-induced, 24 h; inhibition, % at 21.8 µM;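 active = interference check ratio from 0.5 to 1.5 plus GFP to RFP signal ratio inhibition reaching or exceeding a fixed threshold, cut at about 30% in these data, passing the limit was not always enough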; note: some compounds called inactive have numbers as strong as hits
Starred values were filed as active, the others as inactive; i = inactive; nt = no result given; + = active, no number. Rows were taken by chance. About 3.9% of those tested had a hit in this group.

Fields: MT1-MMP act inh, SKN-1 block, CendR NRP1 mod, Rpn11 inh, SUMO1-SIM PPI, Scp1 inh, LMPTP inh, STEP block, DNMT1 block, NadD inh
O=S(=O)(/N=C(/c1ccc(F)cc1)N1CCCCC1)c1ccc(Cl)cc1
    1, 1, 0, i, 3, -4, -2.2, -2, 7, -5
COc1ccc(CNc2cc(C)ccn2)cc1
    0, 13, 7, i, 3, -2, -1.3, -6, 3, -2
Cc1ccc(C)c(S(=O)(=O)N2CCN(C(=O)CNC(=O)c3sc4ccccc4c3Cl)CC2)c1
    -5, 17, 9, i, -10, -3, -0.1, -2, 2, 5
Cc1cn(C2OC[C@@H](O)[C@@H]2CO)c(=O)[nH]c1=O (stereo partly drawn)
    0, -9, -2, i, 2, -4, -0.9, 2, 1, -3
CC(=O)NC12CC3CC(C1)CC(C(=O)OCC(=O)Nc1ncc(Cl)c(C)c1Cl)(C3)C2
    -5, -21, -8, i, 12, 9, 1.7, 2, 21, -1
Cc1nn(CC2CC2)c(=O)n1N(C)c1ncc(C(F)(F)F)cc1Cl
    -6, 4, -4, i, -2, -11, -2.2, -2, 2, -3
CCCNC(=O)CSc1nccn1Cc1ccco1
    -2, -9, 2, i, 0, -12, -1.3, 3, 1, 1
CCOc1ccc(NC(=O)CCC(=O)N/N=C(\C)c2cccs2)cc1
    3, 0, 1, i, 2, -5, 0.1, 0, -6, 1
CC(=O)N1CCN(C(=O)COC(=O)/C=C/c2ccc(C(F)(F)F)cc2)CC1
    4, -14, -6, i, -25, -3, -1.7, -3, 2, 6
Cc1ccc(C(=O)NCCc2nnc3ccc(SCC(=O)Nc4ccccc4C)nn23)cc1
    5, 9, 2, i, -4, -2, 1.4, -4, 0, 0
CCN(CC)S(=O)(=O)c1cccc(NC(=O)/C=C/c2ccc([N+](=O)[O-])cc2)c1
    4, 16, 10, i, -17, -4, -2.5, -1, 2, 3
O=C(NC1CC1)c1ccc(C2SCC(=O)N2Cc2ccccc2)cc1 (stereo not drawn)
    0, 7, 6, i, -1, -7, -1.9, -2, 1, -2
O=S(=O)(Nc1cccc(-c2cn3c(n2)SCC3)c1)c1ccccc1F
    -2, 0, 9, i, 3, -2, 0.3, -1, -3, 10
Cc1ccc(C2C(C#N)=C(N)Oc3n[nH]c(-c4ccccc4)c32)o1 (stereo not drawn)
    -4, 13, -25, i, 17, -7, 3.2, 4, -38, 13
S=c1[nH]ncn1/N=C/c1ccccn1
    3, 12, -3, i, -1, -5, -0.4, -4, 5, 9
O=C(Cn1cnc2ccccc21)N/N=C/c1ccccc1
    4, 2, 8, i, -3, 15, 0.5, 3, 0, -3
Cc1nn(-c2ccccc2)c2[nH]c(=O)c(CNCCN3CCOCC3)cc12
    4, -11, 2, i, 7, -10, -0.6, -1, 5, 5
O=C(COC(=O)Cc1ccsc1)NCc1ccccc1
    3, 19, 2, +, 5, 2, -2.5, 23, 74*, 0
COCCn1c(SCC(=O)Nc2cc(C)on2)nc2cc(Cl)ccc2c1=O
    3, -10, 2, i, -7, -7, -1.2, -4, 31, 0
O=C(NCc1ccccc1)c1sc(=S)n2c1[nH]c(=O)c1ccccc12
    12, 13, -10, i, 15, -8, 1.0, 3, -5, 17
Cc1ccc(S(=O)(=O)N2CCOCC2)cc1C(=O)Nc1nc(-c2ccccn2)cs1
    4, 18, -6, i, 5, -8, 3.1, 4, -19, 13
CCC(=O)[C@@]1(C)[C@H](C)C[C@H]2[C@@H]3CCC4=CC(=O)C=C[C@]4(C)[C@H]3[C@@H](O)C[C@@]21C
    -9, 7, 10, i, 5, -9, 0.8, 0, 2, 0
Cc1cccc(C)c1NC(=S)NCCCN1CCCC1=O
    -1, 2, -13, i, 1, -1, -1.5, 0, 8, -5
Cc1cccc(/N=C2/NC(=O)C(Cc3ccccc3)S2)n1 (stereo not drawn)
    2, 15, 15, i, -4, -7, -0.4, 2, 4, -3
CCOC(=O)c1[nH]c2c(c1C)C(=O)CC(c1ccc(F)cc1)C2 (stereo not drawn)
    6, 21, 6, i, 3, -4, 8.4, -2, 16, -5
Cc1noc(NS(=O)(=O)c2ccc(NC(=O)c3ccc(F)cc3)cc2)c1C
    2, -2, 10, i, 3, -8, -0.4, -1, -1, 0
COCCn1c(SCC(=O)NCc2ccc(F)cc2)nc2ccccc21
    0, 4, -6, i, -1, -4, -0.4, 0, -1, 3
CN(NS(=O)(=O)c1ccccc1)C(=O)c1ccccc1
    1, -2, 5, i, -7, -12, -1.7, -4, -3, -3
C=CCNc1nc(Nc2cc(Cl)ccc2OC)nc(OC)n1
    -2, 16, 3, i, 2, -3, 0.1, -2, 18, 1
CCCNC(=O)c1ccccc1NC(=O)CSCc1ccc(OC)cc1
    0, 4, -8, i, 0, -6, -2.1, -2, 0, 2
CCc1ccc(NS(=O)(=O)c2cc(OC)ccc2OC)cc1
    6, 2, -8, i, -1, 7, 0.8, 2, -2, -8
O=C(NCc1ccc(F)cc1F)[C@@H]1CCCN1C(=O)[C@@H]1CCCN1C(=O)c1ccc(Cl)cc1
    3, 0, -6, nt, -2, nt, -1.9, nt, nt, 0
O=S(NCc1ccco1)C12CC3CC(CC(C3)C1)C2 (stereo not drawn)
    -5, 5, -19, i, -2, 0, 0.4, 2, 9, 0
Cc1ccnc(NC(=O)CCc2c[nH]c3ccccc23)c1
    2, 6, 7, i, 0, 0, -1.1, -1, -2, -3
O=C(CNC(=S)N(Cc1ccccc1)Cc1cccnc1)N1CCOCC1
    3, -10, 1, i, 0, -3, -1.5, 0, -1, -6
C[C@@H]1CCCCO[C@H](CN(C)C(=O)C2CCCCC2)[C@@H](C)CN([C@H](C)CO)C(=O)c2cc(N(C)C)ccc2O1
    -1, 1, -11, i, -1, nt, -2.1, 0, 1, 1
N#CCCn1cc(/C=N/NC(N)=S)c(-c2ccc(-c3ccccc3)cc2)n1
    4, 0, -17, i, -13, 9, 0.5, -2, -5, 8
COc1ccc(C(=O)NCCCCCC(=O)O)cc1OC
    -2, 15, 1, i, 5, -9, -0.7, -10, -3, 0
CC(=O)c1ccc(NC(=O)c2cccc(NC(=O)c3ccccc3)c2)cc1
    0, 3, 13, i, 11, 0, 16, 1, 0, -5
CC(C)(C)CC(=O)NCCCN1CCOCC1
    0, 3, 4, i, 3, -6, -5.1, 0, -3, -4

Overlap with the part before: 4 compounds, followed by the next part.
Fields: MT1-MMP act inh, SKN-1 block, CendR NRP1 mod, Rpn11 inh, SUMO1-SIM PPI, Scp1 inh, LMPTP inh, STEP block, DNMT1 block, NadD inh
N#CCCn1cc(/C=N/NC(N)=S)c(-c2ccc(-c3ccccc3)cc2)n1
    4, 0, -17, i, -13, 9, 0.5, -2, -5, 8
COc1ccc(C(=O)NCCCCCC(=O)O)cc1OC
    -2, 15, 1, i, 5, -9, -0.7, -10, -3, 0
CC(=O)c1ccc(NC(=O)c2cccc(NC(=O)c3ccccc3)c2)cc1
    0, 3, 13, i, 11, 0, 16, 1, 0, -5
CC(C)(C)CC(=O)NCCCN1CCOCC1
    0, 3, 4, i, 3, -6, -5.1, 0, -3, -4
CC(NC(=O)COC(=O)Cc1cccs1)c1ccc(F)cc1 (stereo not drawn)
    4, -8, -12, i, 0, -8, -1.6, 0, -2, -6
Cc1cs/c(=N\N=C\c2cccc([N+](=O)[O-])c2)n1Cc1ccco1
    2, 4, 4, i, -7, -1, 2.2, 0, -1, 3
CC(C)n1c(O)c(N=NC(=O)Cc2csc(N3CCOCC3)n2)c2ccccc21
    -1, -15, 0, i, -19, -4, 0.3, 0, 1, 2
COc1ccc(Nc2c(C3CC3)nc3nc(C)cc(C)n23)cc1
    0, 2, 3, nt, 6, nt, -0.2, nt, nt, -4
c1ccc(CCCN2CCOCC2)cc1
    -1, -6, -2, i, 2, -3, 0.3, -1, 0, 0
O=C(CCN1C(=O)S/C(=C\c2ccc(F)cc2)C1=O)Nc1ccc(C(=O)O)c(O)c1
    nt, 17, -27, i, -25, -2, -0.8, 2, 3, -6
Cc1ccc(NC(=S)C2=C(O)c3ccccc3N(C)S2(=O)=O)cc1
    1, -1, 0, i, 0, -9, -0.9, 0, -3, -3
COc1cccc(Cn2cccc(NC(=O)Nc3ccccc3C)c2=O)c1
    -15, 8, 0, i, 1, -5, 1.8, -3, -6, -8
CC1CCCC(C)N1C(=O)CSc1nnc(-c2ccco2)n1C (stereo not drawn)
    3, -11, 5, i, 2, 1, 0.6, -3, 0, -7
Cc1ccc2ccccc2c1C(O)c1ncc(-c2cccc(C(F)(F)F)c2)[nH]1 (stereo not drawn)
    8, -2, 11, i, -1, nt, 1.6, 1, -13, 10
COc1cc(/C=C(\C#N)c2nc3ccccc3n2C)cc(OC)c1O
    -141, -8, -182, nt, -34, 3, 0.0, 1, 1, 4
CC1(C)CC(=O)C=C(c2n[nH]nc2C2CCCCC2)C1
    3, 17, 6, i, 2, nt, 0.1, -3, -3, 5
COc1ccc(N2CC(C(=O)N[C@@H](C)C(=O)N[C@H](CO)c3ccccc3)CC2=O)cc1 (stereo partly drawn)
    1, 11, 2, i, 2, -7, -1.3, -2, 1, 4
O=C(NCC(=O)N(CC1CCCO1)C(C(=O)NC1CCCCC1)c1ccc(F)cc1)c1ccco1 (stereo not drawn)
    -3, 6, 5, i, -1, -4, -0.9, -2, 3, -4
O=C(CNS(=O)(=O)N1CCOCC1)N/N=C/c1cccnc1
    -2, 5, 2, i, -4, 9, -1.2, -1, 3, -1
CCN(CC)C(=O)Cn1cnc2sc(C(=O)N3CCN(c4ccc(F)cc4)CC3)c(C)c2c1=O
    1, 9, 0, i, 1, 0, -0.1, -3, 0, -5
C/C(=N\NC(=O)c1ccc(C)cc1C)c1ccc2c(c1)Nc1ccccc1S2
    9, 9, -4, i, -19, -5, 2.7, -2, -3, 8
O=C(C1CCCCC1)N1CCC(c2nc3c(nnn3Cc3c(F)cccc3Cl)c(=O)[nH]2)CC1
    1, 11, 1, i, 1, -7, -0.3, -5, 4, 4
COc1ccc(-c2nc(CSCC(=O)N3CCc4ccccc43)c(C)o2)cc1OC
    3, -19, -14, i, 2, -3, -0.6, -4, -3, 4
Cc1ccc(N(CC(=O)NC(C)c2ccccc2)S(=O)(=O)c2c(C)noc2C)cc1 (stereo not drawn)
    0, 2, -71, i, -3, -3, -0.1, 0, 0, 5
Cc1cc(OC(C)C(=O)N(Cc2ccco2)C2CCS(=O)(=O)C2)cc(C)c1Cl (stereo not drawn)
    -7, -15, -2, i, -2, -9, 0.4, -1, 3, -2
